TRPC4 inh – inhibitors of mouse TRPC4 channel, primary screen, Fluo4 calcium, HEK293 TRPC4beta/mu-opioid cells | Short transient receptor potential channel 4 (Mus musculus), Q9QUQ5 | DAMGO-evoked Fluo4 calcium flux; stronger effect = lower value | B-score at 10 µM | hit rate 0.39% among 300,000 | AID 2247, 2010;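 active = B-score over 3 SD under the library average, no early fluorescence shift, positive overall ratio signal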
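Assay system: TRPC4beta/mu-opioid receptor HEK293 cell line; compound dosing: single concentration per test compound; detection: Fluo4 Ca2+ flux fluorescence; evaluation: per-well B score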
MrgX1 ag – agonists of human MrgX1 receptor, primary screen, HEK293 cells, Fluo-4 calcium flux; Fluo-4 calcium fluorescence, agonist mode; stronger effect = higher value; B-score at 10 µM; hit rate 0.44% among 310,000; AID 588627, 2011;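 active = calcium response B-score plate-corrected fluorescence ratio at least 3 library SD, with starting fluorescence B-score inside 5 SD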
Target sequence (Q96LB2 whole entry, looked up): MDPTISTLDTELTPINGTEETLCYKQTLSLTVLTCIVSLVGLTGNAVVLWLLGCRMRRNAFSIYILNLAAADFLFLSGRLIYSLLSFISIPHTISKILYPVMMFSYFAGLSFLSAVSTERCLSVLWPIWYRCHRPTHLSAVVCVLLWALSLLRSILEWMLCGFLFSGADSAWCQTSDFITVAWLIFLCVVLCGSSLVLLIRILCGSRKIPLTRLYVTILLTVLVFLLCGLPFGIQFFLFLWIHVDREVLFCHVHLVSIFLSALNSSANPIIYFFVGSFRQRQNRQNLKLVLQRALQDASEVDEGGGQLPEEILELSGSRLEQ
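Material – MrgX1-expressing HEK293 cells · Input – 15,000 cells seeded per well · Dosing – compound as first of three additions · Times – overnight seeding, then 1 h dark dye loading · Measured by – kinetic Fluo-4 NW fluorescence of intracellular calcium · Read-out – B-scored fluorescence response ratio · Benchmarks – positive and negative control wells on each plate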
TRPC6 activator – mouse TRPC6 channel activators, primary screen, cell-based, HEK293, membrane potential dye; Short transient receptor potential channel 6 (Mus musculus), Q61143; B-score at 10 µM; hit rate 0.13% among 310,000; HEK293-TRPC6 membrane potential dye fluorescence; stronger effect = higher value; AID 2550, 2010;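 active = B-score of the integrated fluorescence ratio above library mean plus 3 SD, and starting fluorescence ratio within library mean plus 5 SD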;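 also: higher score means more depolarization so channel activation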
MrgX1 antagonist – antagonists of human MrgX1 receptor, primary screen, HEK293 cells, Fluo-4 calcium flux; hit rate 1.3% among 310,000; AID 588676, 2011; BAM8-22 antagonism; stronger effect = lower value; B-score at 10 µM;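 active = calcium-response B-score plate-corrected more than 3 library SD below zero, starting fluorescence within 5 deviations, no agonist response on first addition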;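 also: peak minus trough fluorescence over baseline after final BAM8-22 challenge near maximal dose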
RGS4 pot – RGS4 potentiators or activators, primary screen, cell-based, HEK293 M3R inducible RGS4, calcium flux. carbachol calcium flux Fluo4; stronger effect = lower value. B-score at 10 µM. hit rate 0.92% among 310,000. AID 463111, 2010;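 active = B-score of the integrated calcium signal more than 4 SD below the library mean, with starting fluorescence not abnormally high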;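 also: negative B-score means reduced calcium response which marks RGS4 activation or potentiation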
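Material: Inducible-RGS4 HEK293 cells carrying M3 receptor; also added: carbachol at ECmax as muscarinic agonist stimulus; incubation: compound preincubation 20 min at room temperature before agonist; signal: Fluo4-AM (2 µM) calcium-flux fluorescence, kinetic read; measure: integrated calcium ratio converted to B score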
HIF activator – HIF pathway transcriptional activators, primary screen, cell-based, U2OS HRE-luciferase, luminescence. hit rate 0.32% among 300,000. U2OS HRE-luciferase reporter; normalized: DMSO 0%, desferrioxamine 100%. activation, % at 7.5 µM (by protocol). AID 1910, 2009;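 active = mean activation of at least 10% of the iron chelator positive control signal, with at least half of replicates also reaching 10%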
RGS4 inh – RGS4 inhibitors, primary screen, cell-based, HEK293 M3R inducible RGS4, calcium flux. Regulator of G-protein signaling 4 (Homo sapiens), P49798. hit rate 0.45% among 310,000. Fluo-4 calcium flux; stronger effect = higher value; triggered by carbachol at its EC20. B-score at 10 µM. AID 463165, 2010;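 active = B-score, a plate-corrected calcium signal, over three deviations above library mean, with baseline fluorescence within five deviations of library mean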;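 also: RGS4 expression induced by doxycycline in cells with stable M3 receptor; B-score is computed from the integrated fluorescence ratio over baseline after carbachol; higher B-score means a larger calcium signal and so more RGS4 inhibition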
Target sequence (P49798 whole entry, looked up): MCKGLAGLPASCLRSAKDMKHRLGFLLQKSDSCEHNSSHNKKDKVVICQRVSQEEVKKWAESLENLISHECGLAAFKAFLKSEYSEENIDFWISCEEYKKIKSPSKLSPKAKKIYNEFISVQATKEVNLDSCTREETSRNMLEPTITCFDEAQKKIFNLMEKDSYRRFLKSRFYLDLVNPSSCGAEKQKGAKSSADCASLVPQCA
MrgX1 PAM – positive allosteric modulators of MrgX1, primary screen, HEK293 cells, Fluo-4 calcium flux. Mas-related G-protein coupled receptor member X1 (Homo sapiens), Q96LB2. B-score at 10 µM. FDSS; stronger effect = higher value. hit rate 0.63% among 310,000;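 active = plate-corrected calcium response at least 3 library SD above typical, normal starting fluorescence, not activating the receptor alone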;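 also: compound read alongside a low EC10 to EC30 dose of BAM8-22 agonist; peak minus trough fluorescence over baseline measured at the second addition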
Platelet DG rel – inhibitors of platelet dense granule secretion, primary screen, cell-based, MLPCN, human platelets | human platelet-rich plasma, SFLLRN dense granule ATP release, luminescence | inhibition, %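 (compounds screened at 7.5 µM in platelet-rich plasma)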 | hit rate 0.22% among 300,000 | AID 1663, 2009;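 active = mean replicate score, as percent of positive control, at or above 50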
TRPC6 inhibitor – mouse TRPC6 channel inhibitors, primary screen, cell-based, HEK293, membrane potential dye | ACh-evoked depolarization; stronger effect = lower value | B-score at 10 µM | hit rate 1.1% among 310,000 | AID 2553, 2010;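 active = B-score under library mean minus 3 SD, initial fluorescence not abnormally high, positive integrated signal ratio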;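 also: B-score derived from integrated fluorescence ratio over the kinetic read; more negative B-score means stronger inhibition of depolarization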
SKKanGAS inh – S. pyogenes SKKanGAS growth inhibitors in kanamycin, primary screen, streptokinase expression inhibitor project, SKKanGAS strain, BacTiter-Glo luminescence | 6 h | inhibition, % at 7.5 µM | hit rate 1.3% among 300,000;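 active = mean replicate score, as percent of positive control median, at least 50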;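 also: strain carries kanamycin resistance gene driven by streptokinase promoter and grows in 40 µg/ml kanamycin; loss of luminescence reflects streptokinase promoter inhibition or plain growth inhibition; 0% = median of DMSO wells and 100% = positive control at its reference dose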
Numbers without * were called inactive; i = inactive.

entry	SMILES	TRPC4 inh	MrgX1 ag	TRPC6 activator	MrgX1 antagonist	RGS4 pot	HIF activator	RGS4 inh	MrgX1 PAM	Platelet DG rel	TRPC6 inhibitor	SKKanGAS inh
1	FC(F)(F)c1cccc(Cc2noc(CN3CCCCC3c3ccccn3)n2)c1 (configuration not stated)	i	i	i	i	i	0.2	i	i	0.9	i	6.7
2	COC(=O)c1ccc(/C=N/NC(=O)C2CC(=O)N(c3ccc(OC)cc3)C2)cc1 (configuration not stated)	i	i	i	i	i	0.2	i	i	8.6	i	0.4
3	CC(C)(C)NS(=O)(=O)c1ccc(NC(=O)C2CCCO2)cc1 (configuration not stated)	i	i	i	i	i	-0.5	i	i	-3.3	i	8.9
4	Cc1cc(NC(=O)c2ccccc2)sc1C	i	i	i	i	i	1.0	i	i	30.2	i	8.6
5	Cc1nc(CCNC(=O)CC2C(=O)NCCN2Cc2ccccc2)nc2c1CCC2 (configuration not stated)	i	i	i	i	i	0.9	i	i	3.6	i	-0.1
6	CC(=O)c1c(C)[nH]c(C(=O)COc2cc(C)cc(C)c2)c1C	i	i	i	i	i	-0.5	i	i	5.0	i	-8.1
7	O=S(=O)(/N=C(/Nc1ccc(F)c(F)c1F)c1ccccc1)c1ccccc1	i	i	i	i	i	-0.3	i	i	11.7	i	1.7
8	O=C(Cn1nc(-c2ccccc2)ccc1=O)N1CCOCC1	i	i	i	i	i	0.1	i	i	-1.2	i	-4.3
9	O=C(Nc1ccccc1)c1cccc(C(F)(F)F)c1	i	i	i	i	i	3.0	i	i	10.0	i	18.4
10	CCOC(=O)C(=O)Nc1ccc(S(=O)(=O)Nc2nccs2)cc1	i	i	i	i	i	0.4	i	i	8.8	i	-2.5
11	Cc1ccc2c(COC(=O)c3ccccc3F)cc(=O)oc2c1	i	i	i	i	i	5.0	i	i	0.0	i	-1.2
12	CCOC(=O)CSc1nnc(CNc2ccc(Cl)cc2)n1Cc1ccccc1	i	i	i	i	i	0.8	i	i	-1.3	i	-4.4
13	O=C(CSc1nc2ccc(S(=O)(=O)N3CCOCC3)cc2[nH]1)N1CCOCC1	i	i	i	i	i	0.5	i	i	-0.2	i	-6.9
14	Cc1ccc2occ(C3NC(C(=O)O)CS3)c(=O)c2c1 (configuration not stated)	i	i	i	i	i	0.4	i	i	0.4	i	9.5
15	CCC(=O)c1ccc(OCC(=O)c2ccc3c(c2)NC(=O)CO3)cc1	i	i	i	i	i	0.0	i	i	5.8	i	-26.0
16	Cn1c(SCC(=O)N2CCOCC2)nnc1-c1cccc(NC(=O)c2ccccc2)c1	i	i	i	i	i	-0.7	i	i	-2.3	i	-3.2
17	Cc1ccccc1C(=O)c1c[nH]c(C(=O)NCc2ccco2)c1	i	i	i	i	i	0.3	i	i	0.4	i	-2.6
18	CC(=O)c1c(C)[nH]c(C(=O)NCc2ccccc2F)c1C	i	i	i	i	i	-42.3	i	i	4.4	i	-2.7
19	Oc1ccc2n[nH]nc2c1	i	i	i	i	i	0.0	i	i	-1.7	i	1.1
20	CCCCNC(=S)Nc1ccc(C(F)(F)F)cc1	i	i	i	i	i	1.0	i	i	-23.1	i	9.3
21	Cc1ccc2nsnc2c1S(=O)(=O)Nc1cccc2nsnc12	i	i	i	i	i	-0.6	i	i	-0.7	i	7.6
22	NC(=O)c1ccc2c(c1)OCCO2	i	i	i	i	i	-0.2	i	i	-6.2	i	-22.3
23	COc1cc(C2=NOC(C(=O)Nc3ccc(C)cc3)C2)cc(OC)c1OC (configuration not stated)	i	i	i	i	i	-0.2	i	i	-4.8	i	-8.9
24	COc1c(S(=O)(=O)N2CCCC2)ccc(Cl)c1Cl	i	i	i	i	i	-0.2	i	i	1.9	i	3.9
25	COc1ccc(C(=O)OCCOc2ccccc2C(C)=O)c(O)c1	i	i	i	i	i	0.6	i	i	-2.6	i	-24.8
26	COc1cccc(CNC(=O)C2CCC(=O)N(CCc3cccc(F)c3)C2)c1 (configuration not stated)	i	i	i	i	i	-0.2	i	i	0.2	i	-0.7
27	CCN(CC)CCNC(=O)c1ccc2c(=O)n(CCc3ccccc3)c(=O)[nH]c2c1	i	i	i	i	i	1.5	i	i	-6.7	i	-3.9
28	O=C(NC1CCCC1)C(c1ccccn1)N(C(=O)c1csnn1)C1CC1 (configuration not stated)	i	i	i	i	i	-0.2	i	i	-2.9	i	-1.7
29	CN(C)c1ccc(NC(=O)COC(=O)c2cc(Cl)ccc2[N+](=O)[O-])cc1	i	i	i	i	i	0.6	i	i	-7.9	i	-6.4
30	O=C(O)c1ccc(Cn2cnc3sc4c(c3c2=O)CCCC4)cc1	i	i	i	i	i	0.0	i	i	1.3	i	2.2
31	COc1cc2c(cc1NC(=O)COC(=O)c1ccccc1)oc1ccccc12	i	i	i	i	i	2.6	i	i	-0.6	i	-9.2
32	Cc1nnc(N/N=C/C(C)c2ccccc2)[nH]c1=O (configuration not stated)	i	i	i	i	i	-0.2	i	i	-0.7	i	-7.5
33	O=C(O)c1ccccc1/C=N/NC(=O)C1CCCCC1	i	i	i	i	i	0.2	i	i	0.7	i	-3.6
34	COc1ccc2cc(OCC(=O)NNC(=O)Nc3ccc(F)cc3)ccc2c1	i	i	i	i	i	0.0	i	i	4.3	i	-4.8
35	COCCCNC(=O)COc1cc(C)c(Cl)c(C)c1	i	i	i	i	i	0.0	i	i	6.1	i	-3.4
36	C=CCn1c(CC(=O)Nc2cccc(OC)c2)nnc1SCC(=O)NC1CCCCC1	i	i	i	i	i	-0.3	i	i	4.9	i	-4.2
37	CCCN1CCC(=O)N(CCSc2ccc(NC(C)=O)cc2)CC1	i	i	i	i	i	-3.5	i	i	0.6	i	1.3
38	O=C1/C(=C/c2ccncc2)Oc2cc(OS(=O)(=O)c3ccccc3)ccc21	i	i	i	i	i	0.0	i	i	11.5	i	-4.4
39	O=[N+]([O-])c1ccc(N2CCN(c3ccccc3Cl)CC2)cn1	i	i	i	i	i	0.0	i	i	-6.1	i	-12.7
40	CC(CCC(=O)O)C1CCC2C3C(O)CC4CC(O)CCC4(C)C3CC(O)C12C (configuration not stated)	i	i	i	i	i	0.1	i	i	0.1	i	1.6
41	COc1ccc(CN2CCNC(=O)C2CC(=O)NCCCn2nnc3ccccc32)cc1C (configuration not stated)	i	i	i	i	i	1.8	i	i	-3.5	i	-6.8
42	CN1CCN(CCCNC(=O)c2ccc(NC(=O)C3=CSCCO3)cc2)CC1	i	i	i	i	i	-0.5	i	i	-3.0	i	-3.3
43	Brc1ccc(OCc2nnc(SCC3CCCCC3)o2)cc1	i	i	i	i	i	-25.8	i	i	1.5	i	-3.7
44	N=C1C(c2ccccc2)=C(O)CN1c1cccc(O)c1	i	i	i	i	i	0.0	i	i	-2.3	i	-1.4
45	O=C(CSCc1ccccc1Br)N/N=C/c1ccc(OCC(=O)N2CCCCC2)cc1	i	i	i	i	i	1.0	i	i	11.5	i	6.2
46	CN(Cc1ccccc1)C(=O)CCn1c(=O)c2cccn2c2cccnc21	i	i	i	i	i	0.0	i	i	-5.8	i	-0.6
47	O=C(c1ccccc1NS(=O)(=O)c1ccc(F)cc1)N1CCc2ccccc21	i	i	i	i	i	0.0	i	i	-1.1	i	24.3
48	COc1cc(OC)c(C(=O)Nc2cc(Cl)ccc2-n2cncn2)cc1OC	i	i	i	i	i	-18.5	i	i	-13.9	i	-7.3
49	Cc1c(Cl)cccc1NC(=S)NC1CCN(Cc2ccccc2)CC1	i	i	i	i	i	-1.2	i	i	-2.7	i	1.6
50	CC(=O)Nc1cc2c(cc1NC(=O)Cn1nc(-c3ccccc3F)ccc1=O)OCCO2	i	i	i	i	i	-0.4	i	i	-2.7	i	11.7
51	CCOC(=O)c1c(C)[nH]c(C)c1C(=O)CSc1nnc(N)s1	i	i	i	i	i	-0.1	i	i	2.9	i	-0.8
52	CCOc1ccc(NC(=O)CCNS(=O)(=O)c2ccc3c(c2)oc(=O)n3C)cc1	i	i	i	i	i	-0.6	i	i	2.5	i	6.4
53	Cc1ccc2nc(Cl)c(CN(Cc3cccs3)C(=O)C3CC3)cc2c1	i	i	i	i	i	-0.1	i	i	-0.4	i	-1.8
54	Oc1ccccc1CN1CCCC(N2CCN(c3cccc(C(F)(F)F)c3)CC2)C1 (configuration not stated)	i	i	i	i	i	-0.5	i	i	11.5	i	5.9
55	O=C(O)c1ccc(COc2ccc(Cl)cc2)o1	i	i	i	i	i	2.3	i	i	-5.5	i	-2.8
56	COCCNC(=O)CCn1c(=O)oc2ccccc21	i	i	i	i	i	-1.0	i	i	2.8	i	1.8
57	O=C(COc1ccc(Br)cc1)Nc1ccccc1N1CCCC1	i	i	i	i	i	-0.5	i	i	0.8	i	-3.9
58	CC(C)CCC(C)NC(=O)CN1C(=O)NC(C)(c2ccc3ccccc3c2)C1=O (configuration not stated)	i	i	i	i	i	-0.4	i	i	-2.4	i	5.3
59	Cc1cccc(C(=O)OCC(=O)NN2C(=O)NC3(CCC(C)CC3)C2=O)c1O (configuration not stated)	i	i	i	i	i	0.0	i	i	-2.8	i	6.4
60	CCOC(=O)C1CCN(C(=O)Nc2ccc3oc(C)nc3c2)CC1	i	i	i	i	i	-0.1	i	i	-0.4	i	-1.0
61	CCOc1ccc(C2C(C(=O)O)CCC(=O)N2C2CCCCC2)cc1 (configuration not stated)	i	i	i	i	i	0.0	i	i	-0.6	i	-3.5
62	O=C(Nc1ccccc1)Nc1nnc(Cc2ccc([N+](=O)[O-])cc2)s1	i	i	i	i	i	-2.2	i	i	-0.9	i	-5.8
